# GIRK2 act = GIRK2 channel activators by thallium flux. HEK293 GIRK2/NPY4 cells, thallium flux fluorescence. activation (% efficacy), % for hits at 37.5 µM. 34,000 tested, under 10 active;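 active means primary screen hit, no activity in plain HEK293 cells, and in GIRK2-only cells above 5% efficacy rising with concentration; inactive means the rest, including fluorescent compounds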;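 further: efficacy is normalized control-subtracted fluorescence 15 s after thallium addition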
# Target sequence (P48051 whole entry, looked up): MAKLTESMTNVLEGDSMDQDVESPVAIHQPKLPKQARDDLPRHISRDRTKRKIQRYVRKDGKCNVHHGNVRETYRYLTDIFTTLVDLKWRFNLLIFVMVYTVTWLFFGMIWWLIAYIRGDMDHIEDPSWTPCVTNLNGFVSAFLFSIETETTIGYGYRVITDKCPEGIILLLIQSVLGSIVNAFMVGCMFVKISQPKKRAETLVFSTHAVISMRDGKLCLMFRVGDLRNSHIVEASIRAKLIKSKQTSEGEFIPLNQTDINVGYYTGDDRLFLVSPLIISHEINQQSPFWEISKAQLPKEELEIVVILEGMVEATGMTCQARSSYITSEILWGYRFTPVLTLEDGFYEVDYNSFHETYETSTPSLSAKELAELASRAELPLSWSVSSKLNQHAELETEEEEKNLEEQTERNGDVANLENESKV
# Calls only; i = inactive. These rows are one share of the data. The share of hits here may be higher or lower than overall.
SMILES,GIRK2 act
CS(=O)(=O)N1CCCC(C(=O)Nc2c(C(N)=O)oc3ccccc23)C1 (configuration not stated),i
CCCOc1ccc(S(=O)(=O)NCC(c2cccn2C)N2CCOCC2)cc1C (configuration not stated),i
CCOC(=O)Cc1csc(NC(=O)c2csc(Nc3ccccc3)n2)n1,i
O=C(Cn1cnc2c(sc3cccc(Cl)c32)c1=O)NCc1ccc2c(c1)OCO2,i
COc1nn(C)cc1C(=O)NCC(=O)Nc1ccc(Br)c(C)c1,i
Cc1c(Cl)cccc1NC(=O)CCCn1nc(-c2ccc(Cl)cc2)ccc1=O,i
Cn1nnc2c(N3CCN(C(=O)c4ccccc4Cl)CC3)ncnc21,i
Cc1cc(NC(=O)COc2ccccc2)n(-c2nc3c(cnn3-c3cccc(Cl)c3)c(=O)[nH]2)n1,i
CC(=O)Nc1ccc(S(=O)(=O)NCC2CCN(C(=O)Oc3ccccc3)CC2)c(C)c1,i
COC(=O)c1ccsc1NC(=O)C1CCN(S(=O)(=O)c2ccc(OC)cc2)CC1,i
Cc1c(C(=O)N2CCCC2)c(C(F)(F)F)nn1C1CCN(C)CC1,i
COc1cccc(NC(=O)Cn2c(=O)c(CNc3ccc(C)cc3)cc3ccc(OC)cc32)c1,i
CCC(=O)N1CCCc2ccc(NC(=O)NCCCc3ccccc3)cc21,i
CC(C)(C)OC(=O)N1CCN(CCNC(=O)NCc2ccccc2)CC1,i
Cc1cccc(-c2noc(-c3cn(CC(=O)NC4CCCCC4)c4nc(C)ccc4c3=O)n2)c1,i
COCCNC(=O)Cc1ccc(NC(=O)c2cccc(C(F)(F)F)c2)cc1,i
CCCCCCCCn1c(C)c(C)n2c3c(=O)n(C)c(=O)n(C)c3nc12,i
Oc1ccc(CCNc2nnnc3c2cnn3-c2ccccc2)cc1,i
O=C(NCC1CCN(Cc2ccsc2)CC1)C(=O)Nc1ccon1,i
O=C(C1CCCC1)N1CCc2ccc(NS(=O)(=O)c3cccc(Cl)c3)cc21,i
CCc1nnc(NC(=O)c2ccc3[nH]c(C)cc(=O)c3c2)s1,i
Cn1cccc1C(O)CNC(=O)C(=O)NCc1cccs1 (configuration not stated),i
CCCC(=O)N1CCN(c2ccc(Nc3cc(C)ccn3)nn2)CC1,i
CC(NC(=O)Cn1cnc(-c2ccccc2)cc1=O)c1ccccc1 (configuration not stated),i
CCOC(=O)C(=O)N1CCN(c2ncnc3c2nnn3C)CC1,i
O=C(CN1CCN(c2ccc(F)c(F)c2)C1=O)NCCC(c1ccccc1)c1ccccc1,i
O=S(=O)(NCC#CCN1CCc2ccccc2C1)c1ccc2ccccc2c1,i
COc1ccc(CCC(=O)N(Cc2ccsc2)Cc2ccccn2)cc1,i
CCOc1ccc(OCC(=O)Nc2ccc(-c3nnc(CC)o3)cc2)cc1,i
COc1ccccc1CNC(=O)c1sc(=S)n(Cc2ccco2)c1N,i
COC(=O)Cn1c(C)cn2c3c(=O)n(C)c(=O)n(C)c3nc12,i
Cn1cccc1C(O)CNC(=O)NCc1ccccc1 (configuration not stated),i
OC(CNC1CCCC1)COc1ccccc1-c1ccccc1 (configuration not stated),i
Cc1cc(C)cc(NC(=O)CN2N=NC3C(=O)N(c4ccc(C(C)C)cc4)C(=O)C32)c1 (configuration not stated),i
Cc1nnc(NC(=O)c2cc(=O)c(OCc3ccccc3)co2)s1,i
CCOC(=O)CSc1nc2c(c(C3CC=CCC3)c1C#N)CCC2 (configuration not stated),i
CC1CCN(c2nc(-c3ccc(C(C)C)cc3)c3c(N)[nH]nc3n2)CC1,i
Cc1ccc(S(=O)(=O)c2ccc(=O)n(CC(=O)N3CCN(c4ccccc4F)CC3)n2)cc1,i
COc1ccccc1CCNC(=O)c1csc(Nc2ccccc2)n1,i
O=C(c1ccc(-n2cccc2)cc1)N1CCN(c2ccccc2O)CC1,i
COc1ccc(S(=O)(=O)Nc2nc(C(=O)Nc3ccc(C)c(F)c3)cs2)cc1,i
Cc1c(Cl)cccc1S(=O)(=O)N1CCN(CCn2ccnc2)CC1,i
Cc1cc(C)c(NC(=O)Cc2csc(SCC(=O)c3ccc4c(c3)OCO4)n2)c(C)c1,i
CCNc1nn(CC(=O)Nc2ccc(F)c(Cl)c2)c(N)c1-c1nc(-c2ccccc2C)no1,i
CCOC(=O)N1CCC(NC(=O)c2cc(N3C(=O)CCS3(=O)=O)ccc2Cl)CC1,i
CCc1c2c(nc3sc(C(=O)Nc4ccccc4F)c(N)c13)CC(C)(C)CC2=O,i
O=C(CS(=O)(=O)c1ccc(Cl)s1)Nc1ccc(Oc2ccccc2)cc1,i
Cc1ccc(S(=O)(=O)NCC2CCN(C(C)C)CC2)cc1C,i

# Brought forward from above: 2 entries, then new ones.
SMILES,GIRK2 act
O=C(CS(=O)(=O)c1ccc(Cl)s1)Nc1ccc(Oc2ccccc2)cc1,i
Cc1ccc(S(=O)(=O)NCC2CCN(C(C)C)CC2)cc1C,i
CCSc1nnc2[nH]c(=O)c(C)c(C)n12,i
CCCCC(=O)Nc1nnc(C2CCCO2)o1 (configuration not stated),i
COC(=O)c1ccc(CSc2c(C)cnc3c2c(=O)n(C)c(=O)n3C)cc1,i
O=C(c1nnn(-c2ccc(F)cc2)c1-c1ccncc1)N1CCN(c2ccccc2F)CC1,i
Cc1nc(-c2ccccc2)sc1C(=O)NCCOc1ccc(-c2cccs2)nn1,i
COc1cc(-c2ccc(SCC(=O)c3ccccc3)nn2)cc(OC)c1OC,i
COc1ccc(CCS(=O)(=O)NCC2CCN(c3ncccn3)CC2)cc1,i
CSc1cccc(NC(=O)C(=O)NCC(c2ccc(F)cc2)N2CCOCC2)c1 (configuration not stated),i
CCOC(=O)c1oc2ccccc2c1NC(=O)c1ccno1,i
COc1ccc(NC(=O)c2ccc3ccccc3c2)cc1N1CCCCC1=O,i
Cc1c(C)c2ccc(NC(=O)c3cc4ccccc4o3)cc2[nH]c1=O,i
Cn1cccc1C(CNS(=O)(=O)c1cc(F)ccc1F)N1CCCC1 (configuration not stated),i
O=C(c1c(F)cccc1F)N1CCC2(CC1)NC(=O)N(CCc1ccccc1)C2=O,i
Cc1cc(C)c(N2CC(C(=O)O)CC2=O)c(C)c1 (configuration not stated),i
COc1ccccc1-c1nnc(SCC(=O)N2CCC(C)CC2)o1,i
Cc1ccc(S(=O)(=O)NCCCC(=O)N2CCN(c3ccccn3)CC2)cc1,i
O=C(c1ccco1)N1CCN(S(=O)(=O)c2cccc(Cl)c2)CC1,i
O=C(NCc1ccccc1F)C(=O)Nc1ccc2c(c1)OCO2,i
CC(C)S(=O)(=O)c1ccc(CC(=O)N2CCC(Cn3cccn3)CC2)cc1,i
O=C(/C=C/c1cccs1)N1CCC(c2nnc(-c3ccco3)s2)CC1,i
COc1ccc(CNC(=O)Nc2ccc(CC(=O)NCC(F)(F)F)cc2)cc1,i
Cc1ccc(C)c(CC(=O)Nc2onc3c2CCCC3)c1,i
CS(=O)(=O)N1CCC(C(=O)Nc2ccc(O)c(-c3nc4ccccc4s3)c2)CC1,i
CC1(C)C(=O)NCCN1C(=O)Cc1cccs1,i
COc1ccc(CN(CC(=O)N2CCc3ccccc32)S(=O)(=O)c2cccnc2)cc1,i
CC(C)(C)NC(=O)C(=O)NCc1ccsc1,i
COCCNC(=O)Cc1cc(-c2ccc(OC)cc2)on1,i
COc1ccc(NC(=O)c2ccc(=O)n(Cc3ccccc3C)c2)cc1OC,i
CNC(=O)C1Cc2ccccc2N1C(=O)C1CCCCC1 (configuration not stated),i
CCOC(=O)c1csc(NC(=O)C2CCCN(S(C)(=O)=O)C2)n1 (configuration not stated),i
CN(C)C(=O)c1cc2c(=O)n3ccccc3nc2n1Cc1ccccc1,i
CCc1ccc(S(=O)(=O)c2cnc(SCC(=O)Nc3cccc(CC)c3)[nH]c2=O)cc1,i
COCCNC(=O)C(=O)NCCN1CCC(c2cccs2)CC1,i
Cc1ccc(NC(=O)c2ccc(=O)n(Cc3ccc(F)cc3)n2)cc1F,i
Cc1cc(NC(=O)CN2CCC(c3nnc(-c4ccc(F)cc4)o3)CC2)no1,i
Cc1cc(-c2nnc(NC(=O)C3CCCN3S(=O)(=O)c3ccc(F)cc3)o2)nn1C (configuration not stated),i
COc1ccc(NC(=O)c2cccc(N3C(=O)C(C)CS3(=O)=O)c2)cc1OC (configuration not stated),i
COc1ccc(OC)c(-c2ccc(N3CCN(C(=O)c4cccs4)CC3)nn2)c1,i
Cc1cc(OCC(=O)N2CCN(c3ccc4nnc(C)n4n3)CC2)ccc1Cl,i
Cc1cc(C)c(C(=O)NCC2CCN(C3CCCC3)CC2)c(C)c1,i
COc1ccc(NC(=O)Cn2nc(C(=O)Nc3ccccc3)ccc2=O)cc1OC,i
COc1ccc(OC)c2[nH]c(=O)c(CCNC(=O)CC3CCCCC3)cc12,i
COc1cccc(CNC(=O)C2CCCN(c3ccc(-n4cccn4)nn3)C2)c1 (configuration not stated),i
O=C(Cn1c(=O)n(Cc2ccccc2F)c(=O)c2nscc21)N1CCCC1,i
COCC(=O)Nc1ccccc1NC(=O)c1cccs1,i
O=S(=O)(c1ccccc1)c1nc(-c2ccccc2F)oc1NCc1ccco1,i
CC(C)(C)C(=O)N1CCc2ccc(NC(=O)COc3ccccc3)cc21,i
Cc1nnsc1C(=O)N1CCC(CNC(=O)Cn2cnc3c2c(=O)n(C)c(=O)n3C)CC1,i
COc1cc(COCC2CCN(C(=O)c3cccc(C(F)(F)F)c3)CC2)cc(OC)c1,i
CCc1nnc(NC(=O)c2ccc(-n3cnnn3)cc2)s1,i
N#Cc1cccc(NC(=O)CSc2ncc(S(=O)(=O)c3cccs3)c(N)n2)c1,i
CCCCC(=O)NCCN1CCn2cc(OC)c(=O)cc2C1=O,i
O=c1ccc2cc(S(=O)(=O)NC3CCCCC3)ccc2o1,i
Cc1ccc(Nc2ccc(NC(=O)c3c[nH]c4ccccc34)cc2)nn1,i
O=C(CCCCn1c(=O)[nH]c2ccccc2c1=O)NC1CCCCCC1,i
O=C1CC(c2nc3ccccc3n2Cc2ccccc2F)CN1c1ccc(F)cc1 (configuration not stated),i
CCOC(=O)C1CCCN(C(=O)CN2C(=O)c3ccccc3S2(=O)=O)C1 (configuration not stated),i
CC(C)S(=O)(=O)c1cccc(C(=O)Nc2ccccc2C#N)c1,i
O=C(Cn1nc(-c2ccco2)c2sc(N3CCCCC3)nc2c1=O)OCc1ccccc1,i
CCc1ccc(NC(=O)CSC2=NS(=O)(=O)c3ccccc3N2CC)cc1,i

# Random excerpt: four entries already listed.
SMILES,GIRK2 act
Cc1ccc(S(=O)(=O)NCCCC(=O)N2CCN(c3ccccn3)CC2)cc1,i
Cn1cccc1C(O)CNC(=O)C(=O)NCc1cccs1 (configuration not stated),i
CCNc1nn(CC(=O)Nc2ccc(F)c(Cl)c2)c(N)c1-c1nc(-c2ccccc2C)no1,i
CCc1ccc(S(=O)(=O)c2cnc(SCC(=O)Nc3cccc(CC)c3)[nH]c2=O)cc1,i

# Further results follow.
SMILES,GIRK2 act
CC(Oc1ccccc1)C(=O)N1CCC(c2nnc(-c3ccc(F)cc3)o2)CC1 (configuration not stated),i
O=C(Cc1cc(-c2cccs2)on1)Nc1ccc(F)c(F)c1,i
COc1cc(C)c(S(=O)(=O)N2CCC3(CC2)NC(=O)N(C)C3=O)cc1C,i
Cc1cc(=O)n(CC(=O)Nc2ccc(S(N)(=O)=O)cc2)cn1,i
O=C(Cc1ccc(NC(=O)c2ccc(C(F)(F)F)cc2)cc1)NC1CC1,i
COc1ccc(S(=O)(=O)CC(=O)Nc2nnc(-c3cc(OC)c(OC)c(OC)c3)o2)cc1,i
CCOC(=O)c1ccc(NC(=O)CCCn2nc(-c3ccco3)ccc2=O)cc1,i
Cc1ccc(Cl)cc1S(=O)(=O)NCC(O)Cc1ccccc1 (configuration not stated),i
COc1ccc(NC(=O)CCc2csc3nc(-c4ccc(Cl)cc4)cn23)c(OC)c1,i
Cc1ccccc1Cn1ccc2ccn(CC(=O)NC3CCCC3)c(=O)c21,i
CC(NC(=O)CCc1csc(NC(=O)c2cccs2)n1)c1ccccc1 (configuration not stated),i
CCC(=O)NCCN1CCn2cc(OC)c(=O)cc2C1=O,i
CC(C)(C)C(=O)N1CCc2ccc(NC(=O)c3cccc(C(F)(F)F)c3)cc21,i
Cn1nnc2c(NCCn3ccc4ccccc43)ncnc21,i
CCN(CC)C(=O)Cn1nc2n(c(=O)c1=O)CCN2c1ccc(OC)cc1,i
CC(C)CCNC(=O)C(=O)Nc1c2c(nn1-c1ccc(F)cc1)CSC2,i
CCCN1C(=O)CCc2cc(NC(=O)COc3ccc(Cl)cc3Cl)ccc21,i
O=C(NCc1ccco1)C(=O)Nc1c2c(nn1-c1ccc(Cl)cc1)CSC2,i
COc1ccc(-c2ccc(=O)n(CCCC(=O)Nc3ccc(C(C)=O)cc3)n2)cc1,i
COc1ccc2cc(-c3csc(NC(=O)c4cc(C)on4)n3)oc2c1,i
O=C(NCC1CCN(c2ncccn2)CC1)NC(c1ccccc1)c1ccccc1,i
COCCN1CCC(CNS(=O)(=O)c2cc(Cl)ccc2OC)CC1,i
COCCNC(=O)Nc1ccc(CC(=O)N(C)C)cc1,i
Cc1noc(C)c1CN1CCN(S(=O)(=O)c2ccccc2)CC1,i
O=C(Nc1ccc(N2CCCCC2=O)cc1)c1cc([N+](=O)[O-])ccc1Cl,i
O=C(CCSc1ccccc1)N(CCN1CCOCC1)c1nc2c(F)cccc2s1,i
Cc1cc(S(=O)(=O)NCC2(O)CCCC2)c(Cl)cc1Cl,i

# 4 structures already listed, sorted by molecular weight, low to high.
SMILES,GIRK2 act
CCc1nnc(NC(=O)c2ccc(-n3cnnn3)cc2)s1,i
CCOC(=O)C(=O)N1CCN(c2ncnc3c2nnn3C)CC1,i
CCOC(=O)c1ccc(NC(=O)CCCn2nc(-c3ccco3)ccc2=O)cc1,i
CCNc1nn(CC(=O)Nc2ccc(F)c(Cl)c2)c(N)c1-c1nc(-c2ccccc2C)no1,i
